# Assay outcomes (PubChem)
# hIAP act: human IAP activators, primary screen, biochemical, luminescence, uHTS; purified human IAP, CDP-Star luminescence, 30 min; active compounds read high; 1 = vehicle-only enzyme, 0 = enzyme-free background; activation factor at 10 µM; actives 0.16% (n = 330,000); Intestinal-type alkaline phosphatase (Homo sapiens), P09923;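 active means activation factor of the enzyme at least 2-fold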; further: the source names both 10 and 20 µM as test concentration; values of inactives mirror those of a sister screen read the other way
# Target sequence (P09923 whole entry, looked up): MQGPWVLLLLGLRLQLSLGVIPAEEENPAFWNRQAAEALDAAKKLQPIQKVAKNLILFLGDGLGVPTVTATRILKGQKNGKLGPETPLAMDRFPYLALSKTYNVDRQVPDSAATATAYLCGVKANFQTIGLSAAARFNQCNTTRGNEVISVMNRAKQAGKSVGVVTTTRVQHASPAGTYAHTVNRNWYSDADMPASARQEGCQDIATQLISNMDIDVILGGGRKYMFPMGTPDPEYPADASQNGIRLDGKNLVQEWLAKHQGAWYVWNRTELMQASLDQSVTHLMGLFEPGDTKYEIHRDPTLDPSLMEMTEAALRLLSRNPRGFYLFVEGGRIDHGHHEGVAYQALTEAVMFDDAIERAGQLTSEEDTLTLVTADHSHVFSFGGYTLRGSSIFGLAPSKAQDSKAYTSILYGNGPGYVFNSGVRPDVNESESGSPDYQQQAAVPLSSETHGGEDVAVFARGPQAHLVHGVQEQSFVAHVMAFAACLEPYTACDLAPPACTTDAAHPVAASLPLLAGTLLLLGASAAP
# PfG6PD inh: PfG6PD enzyme inhibitors, primary screen, biochemical, fluorescence intensity, uHTS; actives 0.78% (n = 350,000); inhibition, % at 20 µM; PfGluPho enzyme, NADPH resazurin-diaphorase fluorescence; AID 504690, 2011; glucose-6-phosphate dehydrogenase-6-phosphogluconolactonase (Plasmodium falciparum 3D7);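 active means inhibition reaching at least a set limit at 20 µM in the primary screen, cut at about 59% in these data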;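 further: 0% = DMSO wells with substrate and 100% = DMSO wells lacking glucose-6-phosphate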
# GRIN3A LBD mod: binders of NR3A ligand-binding domain, primary screen, biophysical, differential scanning fluorimetry, uHTS | Glutamate receptor ionotropic, NMDA 3A (GRIN3A) ligand-binding domain | NR3A LBD differential scanning fluorimetry, Tm shift; 0% = protein alone, 100% = glycine-bound protein | Tm shift relative to glycine control, % at 25 µM | actives 2.5% (n = 340,000) | AID 1259313, 2017;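 active means melting temperature shift of at least 10% of the positive control shift, at one fixed dose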
# SENP1 FRET inh: human SENP1 catalytic domain inhibitors, primary screen, biochemical, FRET, uHTS; Sentrin-specific protease 1 (Homo sapiens), Q9P0U3; recombinant SENP1 catalytic domain, CyPet-SUMO1-YPet FRET cleavage; inhibition, % at 10 µM; actives 0.21% (n = 360,000);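 active means inhibition at least 30% at 10 µM, raw YFP signal under a set limit, fluorescence ratio 0.5 to 1.5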;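 further: 0% = enzyme with DMSO and 100% = no enzyme wells; some results filed as inactive read as strong as hits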
#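 Assay system: hSENP1 catalytic domain, recombinant. Amount: SENP1 enzyme, 20 pM final. Schedule: 50 min reaction, RT, dark. Technique: FRET, CFP and YFP emission. Control set: no-enzyme wells low, DMSO-plus-enzyme wells high control.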
# MPTP inh: mitochondrial permeability transition pore inhibitors, primary screen, biochemical, isolated mouse mitochondria, absorbance; Ca2+ swelling absorbance, 30 min; inhibition, % at 10 µM; actives 1.4% (n = 360,000);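 active means inhibition of 50% or more, scaled per plate between neutral and stimulator controls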;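 further: 0% = DMSO wells given calcium and 100% = 1 mM EGTA wells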
# SENP6 block: SENP6 protease inhibitors, primary screen, biochemical, luminescence, uHTS; inhibition, % at 10 µM; Recombinant SENP6 catalytic domain, aminoluciferin luminescence; AID 2599, 2010; actives 1.8% (n = 330,000); Sentrin-specific protease 6 (Homo sapiens), Q9GZR1;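 active means inhibition above about 50% at the single tested dose, limit read from the data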;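 further: plate controls were DMSO wells with enzyme for no effect and DMSO wells lacking enzyme for full effect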
# SENP8 inh: human SENP8 protease inhibitors, primary screen, biochemical, fluorescence, Nedd8 protein substrate, uHTS | Sentrin-specific protease 8 (Homo sapiens), Q96LD8 | recombinant SENP8 | inhibition, % at 20 µM | actives 0.64% (n = 360,000) | AID 602440, 2012; in the data active means inhibition mostly above about 40%, no sharp cut-off; inactive means mostly below about 27%
# ATG4B inh: ATG4B protease inhibitors, primary screen, biochemical, fluorescence, uHTS; ATG4B cleavage of LC3-PLA2, NBD-HPC fluorescence, 1 h; Cysteine protease ATG4B (Homo sapiens), Q9Y4P1; AID 504462, 2011; inhibition, % at 8.33 µM; actives 0.51% (n = 340,000); in the data active means inhibition above about 40%
# Target sequence (Q9Y4P1 whole entry, looked up): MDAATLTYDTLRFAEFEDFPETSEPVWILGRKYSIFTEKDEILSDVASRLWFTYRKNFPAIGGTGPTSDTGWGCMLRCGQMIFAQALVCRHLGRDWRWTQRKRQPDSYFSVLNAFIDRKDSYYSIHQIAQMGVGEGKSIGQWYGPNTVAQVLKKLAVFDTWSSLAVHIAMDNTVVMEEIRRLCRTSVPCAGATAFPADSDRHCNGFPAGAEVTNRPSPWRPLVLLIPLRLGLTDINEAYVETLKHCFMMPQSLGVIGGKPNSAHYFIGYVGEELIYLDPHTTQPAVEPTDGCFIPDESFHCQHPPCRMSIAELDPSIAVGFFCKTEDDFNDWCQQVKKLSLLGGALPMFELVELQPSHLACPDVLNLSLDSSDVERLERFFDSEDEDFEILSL
# An asterisk follows results filed as active; . = no result given; & = joins results of further samples.
SMILES,hIAP act,PfG6PD inh,GRIN3A LBD mod,SENP1 FRET inh,MPTP inh,SENP6 block,SENP8 inh,ATG4B inh
CCCCn1c(O)c(N=NC(=O)c2ccncc2)c2cc(Br)ccc21,1.1,8,0,2,3.7,-15,15,5
COc1ccccc1OC(C)C(=O)Nc1ccc2c(c1)OCCO2 (stereo not given),0.88,1,0,2,-0.4,-2,1,-1
COc1ccc(S(=O)(=O)NCc2ccccn2)cc1,0.98,-3,0,-1,-2.3,-9,10,-8
O=C(NCc1cccnc1)c1ccc(Cl)c(S(=O)(=O)N2CCCCCC2)c1,1,-8,1,2,0.3,6,12,7
CC1(OC(=O)c2ccco2)C(=O)C=C2C=C(C3CC3)OC=C2C1=O (stereo not given),0.95,26,-9,5,6.9,-5,-23,20
CCOc1ccc([C@@H]2CC=C(C(=O)O)[C@H](c3ccc(Cl)cc3)N2S(=O)(=O)c2ccc(C)cc2)cc1,1,-27,-14,-2,-3.3,-6,10,12
COc1ccc(OCC(=O)Nc2ccc(N3CCN(C(=O)c4ccco4)CC3)cc2)cc1,0.95,6,2,2,3.4,0,0,-10
CCC(C)NC(=O)CN(c1ccc2c(c1)OCO2)S(=O)(=O)c1c(C)n[nH]c1C (stereo not given),1,1,1,-5,-0.5,-6,-2,-8
O=C(O)c1cccc(N/N=C/c2cc(Br)cc(Br)c2O)c1,0.96,-28,8,-83,13,77*,-3,22
CCN(CC)C(=O)[C@H]1CC(CC(=O)NCc2ccco2)C(=O)N2CCc3c([nH]c4ccccc34)[C@]12C (stereo not given in full),0.98,-3,-2,1,-0.4,-9,10,-3
CSc1nnc(-c2ccncc2)n1/N=C/c1cn(-c2ccccc2)nc1-c1ccc(Cl)cc1,1.1,5,0,1,1.2,-11,9,-8
CCOc1cccc2sc(N(CCCN(C)C)C(=O)c3ccc(C(=O)c4ccccc4)cc3)nc12,0.91,14,1,1,-2.2,-9,14,2
CCOC(=O)C1CCCN(C(=O)c2sc3nc(-c4ccccc4)cn3c2C)C1 (stereo not given),0.84,14,-5,4,0.1,3,10,-5
Cc1c(NC(=O)COC(=O)C2=COCCO2)cccc1[N+](=O)[O-],1,-13,-1,0,-2.6,-12,5,-13
Cc1cnc(SCc2cnc(C)nc2N)nc1,0.96,8,-1,1,-1.6,-16,8,-17
O=C(O)CCc1nc2cccnc2n1Cc1ccccc1,0.89,-12,-2,-5,-1.4,4,4,-4
COc1ccc(CC(C)N2CCN(Cc3ccccc3)CC2)c(OC)c1 (stereo not given),0.89,3,1,1,6.8,4,21,6
COc1cccc(C(=O)O/N=C(\N)c2ccccn2)c1OC,1,0,3,0,-0.5,76*,17,2
Cc1cccc(NC(=O)COC(=O)Cc2c[nH]c3ccccc23)c1C,1,-6,0,3,0.4,5,10,-3
O=C(N/N=C/c1ccc(O)cc1)NC12CC3CC(CC(C3)C1)C2,0.99,6,10*,4,-0.4,-1,20,-9
O=C(Nc1cccc([N+](=O)[O-])c1)c1cc2ccccc2cc1O,0.93,73*,27*,4,96*,87*,40,6
CN(C)C1(CNC(=O)C2CCN(S(=O)(=O)c3cc(Cl)ccc3Cl)CC2)CCCCC1,1.2,-9,-8,-1,0.6,-12,18,7
COc1ccccc1Nc1nc(N2CCOCC2)nc(N2CCOCC2)n1,1.2&0.99,1&4,2&1,1&3,-1.4&-0.6,-31&-5,10&25,5&-12
COc1ccccc1CC(NC(C)=O)C(=O)NC1CCN(C(=O)c2cccc(Cl)c2)CC1 (stereo not given),0.9,-6,-3,0,1.9,-28,7,-1
CCOC(=O)C1C(c2ccc(OC)c(OC)c2)c2c([nH][nH]c2=O)CC1(C)O (stereo not given),0.92,-11,-1,0,-0.1,-17,23,-1
Cc1ccccc1OCCn1cc(C(=S)N2CCN(C)CC2)c2ccccc21,0.86,34,-1,2,1.5,-21,8,-15
CCOC(=O)CSc1nnc(CNC(=O)Cc2ccccc2)n1C,1.2,-16,0,1,-2.3,3,8,-5
Cc1ccc(CNc2oc(-c3cccs3)nc2C#N)cc1,1.4,8,4,1,3.4,-19,-283,-6
COc1ccccc1NC(=O)c1ccc(NS(=O)(=O)c2ccc(F)c(F)c2F)cc1,0.95,-19,1,-1,4.7,-2,2,13
Cc1ccc(C)c(N2CCN(C(=O)CCc3nc(-c4ccc(Cl)cc4)no3)CC2)c1,.,-3,1,-1,-1.7,.,9,-7

# Entries of single compounds, looked up by structure:
# Listed for CCOc1ccc([C@@H]2CC=C(C(=O)O)[C@H](c3ccc(Cl)cc3)N2S(=O)(=O)c2ccc(C)cc2)cc1 → hIAP act = 1; PfG6PD inh = -27; GRIN3A LBD mod = -14; SENP1 FRET inh = -2; MPTP inh = -3.3; SENP6 block = -6; SENP8 inh = 10; ATG4B inh = 12
# Listed for Cc1ccc(C)c(N2CCN(C(=O)CCc3nc(-c4ccc(Cl)cc4)no3)CC2)c1 → hIAP act = .; PfG6PD inh = -3; GRIN3A LBD mod = 1; SENP1 FRET inh = -1; MPTP inh = -1.7; SENP6 block = .; SENP8 inh = 9; ATG4B inh = -7
# Listed for CCOc1cccc2sc(N(CCCN(C)C)C(=O)c3ccc(C(=O)c4ccccc4)cc3)nc12 → hIAP act = 0.91; PfG6PD inh = 14; GRIN3A LBD mod = 1; SENP1 FRET inh = 1; MPTP inh = -2.2; SENP6 block = -9; SENP8 inh = 14; ATG4B inh = 2

# Other compounds:
SMILES,hIAP act,PfG6PD inh,GRIN3A LBD mod,SENP1 FRET inh,MPTP inh,SENP6 block,SENP8 inh,ATG4B inh
CCNc1nc(NC(C)C)nc(N(C#N)C(C)C(=O)N(C)C)n1 (stereo not given),1,-25,1,-1,-0.2,17,45*,-6
O=S(=O)(c1ccccc1)N1CN(Cc2ccc(F)cc2)c2nc3ccccc3nc21,0.95,-9,-5,-2,3.1,-1,-31,1
Cc1cc(C)cc(N(C(=O)c2csnn2)C(C(=O)NC2CCCCC2)c2cccnc2)c1 (stereo not given),1.1,-3,0,0,1.3,-18,11,10
O=C(CC(=O)c1ccncc1)c1ccccc1,.,7,2,0,-0.9,.,16,-7
CS/C(Nc1cc(Cl)ccc1Cl)=C(/C#N)C(=O)c1ccco1,1.1,0,8,-7,36,97*,11,-17
Cc1cc(C)c(NC(=O)Nc2ccccc2)c(Cl)c1,1.1,-2,-2,2,1.6,3,9,5
CCOC(=O)/C(Sc1nc(-c2ccccc2)cc(-c2ccccc2)c1C#N)=C(\C)O,0.94,-9,1,-25,2.0,3,-78,14
CCCN1C(=O)c2ccccc2NC1c1ccc(OC)c(CSc2ccccn2)c1 (stereo not given),0.92,-5,-3,1,2.4,11,-310,14
CC1CN(C2CCCCC2)C(=O)NC1=O (stereo not given),.,-3,-2,3,-0.4,.,5,-7
N#Cc1ccc(Oc2ccc(C(N)=O)cc2)cc1C#N,1.2,-13,-2,0,-1.3,-11,10,3
O=C(Nc1ccc(F)c(Cl)c1)c1ccc2c(=O)n3c(nc2c1)CCCCC3,1,-6,-4,0,9.4,76*,17,-4
CCC(=O)N=c1ccn(C2=Nc3ccccc3NC2=C(C#N)C#N)cc1,0.91,1,0,-2,0.4,7,20,2
CCOC(=O)CC/C(=N\NC(N)=O)c1ccc(OC)c(Cl)c1,1,-8,1,1,-0.2,-5,15,6
Cc1ccccc1NC(=O)N1CCNC(=O)C1CC(=O)Nc1cc(Cl)ccc1Cl (stereo not given),0.91,5,0,1,-1.2,-6,12,-7
CCOC(=O)C1(CCCc2ccccc2)CCN(C2CCSCC2)CC1,.,-3,-2,0,4.5,.,4,2
CC(=O)N/N=C(\C)CC(=O)Nc1cccc(C(F)(F)F)c1,0.91,-5,-2,0,-4.6,-17,7,-4
COc1ccc(CCN2C(=O)CSC2c2ccc(F)cc2)cc1 (stereo not given),1.2,18,1,-2,0.4,-16,5,7
COc1cccc(NC(=S)N(CCC(C)C)C2CCN(C(C)=O)CC2)c1,1,-8,0,8,0.4,-7,16,5
CC(C)(C)c1ccc(C(=S)N2CCN(c3ccccc3)CC2)cc1,0.93,34,1,2,3.7,-32,30,-6
Fc1ccc(-c2csc(NC(=S)Nc3ccccc3)n2)cc1,0.9,13,25*,4,3.6,-13,16,5
COc1cccc(N2CCN(C(=O)c3cccc(NC4=NC5CS(=O)(=O)CC5S4)c3)CC2)c1 (stereo not given),0.85,15,3,1,-3.6,-6,11,-5
CC(=O)NC1C(=O)N=C(SCC(=O)Nc2sc3c(c2C#N)CCCCCC3)NC1=O (stereo not given),0.9,-27,1,-2,0.7,-12,0,-5
O=C(NCc1cccnc1)[C@@H]1CC=C[C@@H]2CCN(Cc3ccccc3)C(=O)[C@@H]21,0.92,3,1,3,-0.9,-10,-11,0
CC(=O)N1CCN(C(=O)COC(=O)COc2ccc(C#N)cc2)CC1,0.96,5,0,4,-1.8,-1,17,-11
CCOC(=O)C1CCN(S(=O)(=O)c2ccc(Cl)cc2OC)CC1,1,20,-1,1,-0.7,-14,13,-7
c1ccc(Cn2c(CNc3nc4ccccc4n3CCN3CCOCC3)nc3ccccc32)cc1,1.1,12,1,-7,-1.5,-5,0,-11
CCOC(=O)CNC(=S)n1cnc(N)n1,1.7,-28,0,0,2.0,-4,16,9
CC(=O)N1CCc2cc(S(=O)(=O)NCC(=O)NCc3ccc(F)cc3)ccc21,1,-4,0,0,-0.9,-13,1,2
O=C(CCCOc1ccccc1)NCCc1nc2ccccc2[nH]1,1.1,-16,-1,0,0.2,-13,14,2
CC(=O)Nc1nonc1-c1nc2ccccc2n1CCC(C)C,1.3,-32,-1,-4,-5.4,11,-432,2
CCOc1cc(NC(=S)NCC2CCCO2)c(OCC)cc1NC(=O)c1ccccc1 (stereo not given),0.82,5,1,-2,2.9,4,2,-14
CN(C)S(=O)(=O)NCc1ccc2c(c1)OCO2,0.96,10,0,2,0.4,-9,19,-8
CCN1C(=O)NC(c2cccnc2)C(C(=O)OC)=C1C (stereo not given),0.95,0,2,1,-0.9,-17,5,11
CC[C@]12c3[nH]c4ccc(Cl)cc4c3CCN1C(=O)[C@@H](CC(=O)NCCCn1ccnc1)C[C@@H]2C(=O)N1CCN(C(=O)c2ccco2)CC1,.,5,-1,3,-0.2,.,-5,-4
COc1ccc2nc(NC(=O)CCN3C(=S)NC(C)(C)CC3C)sc2c1 (stereo not given),0.99,0,3,1,-1.3,-26,8,-2
COc1ccc(N2C(=O)CC(NCc3cccs3)C2=O)cc1 (stereo not given),1,-1,1,2,-3.2,7,20,-6
CCC(C)c1ccc(NC(=O)Nc2cccnc2)cc1 (stereo not given),1,25,-3,0,13,19,11,5
O=C(CSc1nnc(Cc2ccccc2)o1)Nc1ccc(Br)cn1,1.4,2,-1,2,1.3,-1,10,-7
COc1ccc(/C=N/NC(=O)C(=O)N2CCCC2)cc1,1,-7,0,1,-1.0,9,8,-2
CCN(CC)C(=S)Nc1ccc(Cl)c(Cl)c1,0.95,-6,0,-1,71*,0,14,-3
CNC(=O)c1cc2cccc(OC)c2oc1=O,0.94,-4,0,-4,3.2,-6,-57,-2
Nc1ccc(S(=O)(=O)Nc2ccnn2-c2ccccc2)cc1,1.1,-11,3,-1,-0.8,2,7,-5
Cc1cc(=O)n2ccccc2c1C#N,1.1,1,-1,-40,-0.8,-4,-280,-2
CCCN1CCN(S(=O)(=O)c2ccc(-n3cnnn3)cc2)CC1,0.82,9,1,0,1.5,-11,9,7
